# NFkB SMM: binds human NF-kappa-B p105 on microarray; Small molecule microarray, anti-His fluorescence binding; calls only; 1.3% of 17,000 active; AID 624139;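 active means spot fluorescence over background significantly raised, with a chance value under 7% in all four replicate spots of the compound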;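 further: probe protein is his-tagged human p50 processed subunit at 1 µg/ml; raw spot fluorescence signals with no normalization applied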
# Target sequence (P19838 1-433 limits assumed): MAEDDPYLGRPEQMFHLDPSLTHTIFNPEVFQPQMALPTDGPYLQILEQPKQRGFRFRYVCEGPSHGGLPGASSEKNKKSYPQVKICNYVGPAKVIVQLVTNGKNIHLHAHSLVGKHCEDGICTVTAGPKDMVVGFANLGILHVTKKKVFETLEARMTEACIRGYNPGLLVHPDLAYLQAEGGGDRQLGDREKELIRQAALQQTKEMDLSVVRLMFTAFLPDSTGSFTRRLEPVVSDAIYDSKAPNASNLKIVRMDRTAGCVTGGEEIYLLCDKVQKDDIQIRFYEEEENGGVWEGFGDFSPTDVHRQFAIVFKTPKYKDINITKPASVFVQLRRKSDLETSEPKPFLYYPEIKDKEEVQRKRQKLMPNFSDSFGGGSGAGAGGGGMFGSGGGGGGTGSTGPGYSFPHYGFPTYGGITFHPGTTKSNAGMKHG
# Calls only; i = inactive; + = active, no number. This is a subset; count on the stated rates, not on these rows.
SMILES,NFkB SMM
Cc1noc(C)c1NC(=O)Nc1ccc2c(c1)C(=O)N([C@H](C)CO)C[C@H](C)[C@@H](CN(C)C)OCCCC[C@H](C)O2,i
C[C@@H]1CN([C@@H](C)CO)C(=O)c2cc(NC(=O)Nc3ccc(C(F)(F)F)cc3)ccc2O[C@@H]1CN(C)C(=O)NC1CCCCC1,i
C[C@H](CO)N1C[C@H](C)[C@H](CN(C)C(=O)c2ccccc2)OCCCC[C@H](C)Oc2ccc(NC(=O)Nc3ccc(F)cc3)cc2C1=O,i
COc1ccc(NC(=O)N(C)C[C@@H]2Oc3c(NC(=O)Nc4ccc(C(F)(F)F)cc4)cccc3C(=O)N([C@@H](C)CO)C[C@H]2C)cc1,i
Cc1noc(C)c1NC(=O)N(C)C[C@@H]1OCc2cn(nn2)CCCC(=O)N([C@@H](C)CO)C[C@@H]1C,i
NC(=O)CSc1nc2ccccc2n1Cc1ccccc1F,i
Cn1c(SCC(=O)Nc2cccc(F)c2)nnc1-c1ccc(Cl)cc1,i
COc1ccccc1CN(C)C[C@H]1OCc2cnnn2CCCC(=O)N([C@@H](C)CO)C[C@H]1C,i
CNC[C@H]1OCCCC[C@@H](C)Oc2ccc(NC(=O)C3CCCCC3)cc2C(=O)N([C@H](C)CO)C[C@H]1C,i
C=CCc1cccc(/C=N/NC(=O)CN2CCN(Cc3ccccc3)CC2)c1O,i
C[C@H](CO)N1C[C@H](C)[C@@H](CN(C)C(=O)Nc2cccc3ccccc23)Oc2ccc(NC(=O)Nc3cccc4ccccc34)cc2C1=O,i
O=C(Nc1ccccc1C(=O)N1CCOCC1)C1CCCO1 (configuration not stated),i

# Next part, starting with the last 2 of the part before.
SMILES,NFkB SMM
C[C@H](CO)N1C[C@H](C)[C@@H](CN(C)C(=O)Nc2cccc3ccccc23)Oc2ccc(NC(=O)Nc3cccc4ccccc34)cc2C1=O,i
O=C(Nc1ccccc1C(=O)N1CCOCC1)C1CCCO1 (configuration not stated),i
CNC[C@H]1Oc2c(NC(=O)Nc3ccc(C(F)(F)F)cc3)cccc2C(=O)N([C@@H](C)CO)C[C@H]1C,i
CC(=O)O[C@@]1(C)C[C@@H](O)[C@@H]2C=CO[C@@H](O[C@@H]3O[C@H](CO)[C@@H](O)[C@H](O)[C@H]3O)[C@@H]21,i
COC(=O)C1(Cc2ccc(O)cc2)OC(=O)C(=O)C1c1ccc(O)cc1 (configuration not stated),i
COc1ccc(NC(=O)Nc2ccc3c(c2)C(=O)N([C@H](C)CO)C[C@@H](C)[C@H](CN(C)C(=O)Nc2ccc(C(F)(F)F)cc2)O3)cc1,i
C[C@@H]1CN([C@@H](C)CO)C(=O)c2cc(NS(=O)(=O)c3ccccc3)ccc2O[C@H]1CN(C)C(=O)Nc1ccc2c(c1)OCO2,i
C[C@@H]1CN([C@@H](C)CO)C(=O)c2cccc(NC(=O)c3cnccn3)c2O[C@@H]1CN(C)CC1CC1,i
COc1ccc(CN(C)C[C@H]2Oc3ccc(NC(=O)CCC(F)(F)F)cc3C(=O)N([C@@H](C)CO)C[C@H]2C)cc1,i
CCCn1nnc(NC(=O)C(C)Oc2ccc(Cl)cc2Cl)n1 (configuration not stated),i
O=S(=O)(NC1CCN(Cc2ccc(OCCO)cc2)CC1)c1cc(C(F)(F)F)ccc1Cl,i
Cc1ccc(S(=O)(=O)N(C)CC(=O)Nc2cccc3c2CCCC3)cc1,i
C[C@H](CO)N1C[C@H](C)[C@H](CN(C)C(=O)Nc2cccc3ccccc23)Oc2c(NS(=O)(=O)c3cccs3)cccc2C1=O,i
C=C1C[C@@]23C[C@H]4C5[C@@]6(C)CC(=O)C[C@]57C(C2C(O)[C@H]1C(O)C37)N4C6 (some centres not stated),i
CCn1c(SCC(=O)Nc2ccccc2Br)nnc1-c1ccccc1,i
O=C(O)C1CC(O)CN1S(=O)(=O)c1ccc(Cl)cc1 (configuration not stated),i
O=C1O[C@@H](c2ccccc2)[C@@H](c2ccccc2)N2[C@@H](c3ccc(OCCO)cc3)[C@]3(C(=O)Nc4ccc(C#CCCO)cc43)[C@@H](C(=O)N3CCCCCCC3)[C@H]12,i
OC[C@H]1O[C@@H](Oc2ccc3c(c2)OC[C@H]2c4cc5c(cc4O[C@@H]32)OCO5)[C@H](O)[C@@H](O)[C@@H]1O,i
O=C(O)c1ccccc1-c1ccccc1C(=O)NCCCO,i
COc1ccc(S(=O)(=O)N(C)C[C@@H]2Oc3c(NS(=O)(=O)c4c(C)noc4C)cccc3C(=O)N([C@@H](C)CO)C[C@@H]2C)cc1,i
O=C(Cn1cc(CN2C(=O)COC[C@H]2c2ccccc2)nn1)Nc1nccs1,i
O=C(Nc1ccc(S(=O)(=O)Nc2ccccn2)cc1)c1cc2ccccc2oc1=O,i
COc1ccc(-c2cnc3c(-c4ccsc4)cnn3c2)cc1,i
CC(O)CNS(=O)(=O)c1cccc([N+](=O)[O-])c1 (configuration not stated),i
CCCC[C@]12CCCC(=O)N1CCc1c2[nH]c2ccccc12,i
Cc1noc(C)c1S(=O)(=O)Nc1ccc2c(c1)CC(=O)N([C@@H](C)CO)C[C@@H](C)[C@@H](CN(C)C(=O)Nc1ccc(C(F)(F)F)cc1)O2,i
CNC[C@H]1OCc2cn(nn2)CCCC(=O)N([C@@H](C)CO)C[C@H]1C,i
C[C@@H]1CN([C@H](C)CO)C(=O)c2cccc(NC(=O)Nc3ccc(C(F)(F)F)cc3)c2O[C@@H]1CN(C)C(=O)NC1CCCCC1,+
O=C1c2cccc3cccc(c23)C(=O)N1CCc1cnc[nH]1,i
C=CCNC(=O)c1c(NC(=O)C2COc3ccccc3O2)sc2c1CCCC2 (configuration not stated),i
C[C@H](CO)N1C[C@H](C)[C@H](CN(C)S(=O)(=O)c2cn(C)cn2)Oc2c(NC(=O)c3cnccn3)cccc2C1=O,i
Cc1noc(C)c1NC(=O)N(C)C[C@@H]1Oc2c(NC(=O)c3nc4ccccc4s3)cccc2C(=O)N([C@H](C)CO)C[C@@H]1C,i
C[C@H]1CN([C@@H](C)CO)C(=O)c2cccc(NS(=O)(=O)c3cn(C)cn3)c2O[C@@H]1CN(C)C(=O)Nc1cccc2ccccc12,i
CNC[C@H]1OCCCC[C@H](C)Oc2ccc(NS(=O)(=O)c3cccs3)cc2C(=O)N([C@H](C)CO)C[C@@H]1C,i
COc1ccc(C(C)=O)cc1CSc1nnc(-c2ccccc2O)n1-c1ccccc1,i
C=C1C(=O)OC2C3=C(C)C(=O)CC3C(C)CC(O)C12 (configuration not stated),i
C[C@H](CO)N1C[C@H](C)[C@@H](CN(C)S(=O)(=O)c2cn(C)cn2)OCCCC[C@H](C)Oc2ccc(NC(=O)c3ccccc3)cc2C1=O,i
C[C@H](CO)N1C[C@H](C)[C@@H](CN(C)Cc2ccc3c(c2)OCO3)Oc2ccc(NS(=O)(=O)c3ccccc3)cc2CC1=O,i
O=C1OCCC1Sc1nnc(-c2ccccc2[N+](=O)[O-])o1 (configuration not stated),i
CCN1CCN(c2c(Cl)cccc2NC(=O)c2ccc(-c3ccccc3[N+](=O)[O-])o2)CC1,i
Cc1cc(Cl)ccc1OCC(O)CN1CCC(CN2C(=O)c3cccc4cccc(c34)C2=O)CC1 (configuration not stated),i
C[C@H]1CN([C@@H](C)CO)C(=O)c2cc(NS(=O)(=O)c3ccc(Cl)cc3)ccc2O[C@@H]1CN(C)C(=O)NC1CCCCC1,i
CNC[C@@H]1Oc2c(NC(=O)Nc3ccccc3)cccc2C(=O)N([C@@H](C)CO)C[C@H]1C,i
O=C(NCCCn1ccnc1)c1cnn2c(C(F)(F)F)cc(-c3ccccc3)nc12,i
Cc1cccc(NC(=O)c2ccc(OCC(=O)Nc3ccccc3)cc2)c1C,i
C=CCNC(=O)[C@H]1[C@@H]2C(=O)O[C@@H](c3ccccc3)[C@@H](c3ccccc3)N2[C@@H](c2ccccc2OCCO)[C@]12C(=O)Nc1ccc(C#CCCO)cc12,i
COc1cc(-c2ccccn2)nc(/C=N/O)c1S(C)=O (configuration not stated),i
C[C@H](CO)N1C[C@H](C)[C@@H](CN(C)Cc2ccc(C(=O)O)cc2)Oc2ccc(NS(=O)(=O)c3cccs3)cc2C1=O,i
CCCCCC1C(=O)O/C(=C\C(=O)O)C1=O (configuration not stated),i
COc1ccc(C(=O)CC(=O)O)c2c1C=CC(C)(C)O2,i

# Structures from the list above with a Cl atom, in the order listed:
SMILES,NFkB SMM
Cn1c(SCC(=O)Nc2cccc(F)c2)nnc1-c1ccc(Cl)cc1,i
CCCn1nnc(NC(=O)C(C)Oc2ccc(Cl)cc2Cl)n1 (configuration not stated),i
O=S(=O)(NC1CCN(Cc2ccc(OCCO)cc2)CC1)c1cc(C(F)(F)F)ccc1Cl,i
O=C(O)C1CC(O)CN1S(=O)(=O)c1ccc(Cl)cc1 (configuration not stated),i
CCN1CCN(c2c(Cl)cccc2NC(=O)c2ccc(-c3ccccc3[N+](=O)[O-])o2)CC1,i
Cc1cc(Cl)ccc1OCC(O)CN1CCC(CN2C(=O)c3cccc4cccc(c34)C2=O)CC1 (configuration not stated),i
C[C@H]1CN([C@@H](C)CO)C(=O)c2cc(NS(=O)(=O)c3ccc(Cl)cc3)ccc2O[C@@H]1CN(C)C(=O)NC1CCCCC1,i

# Later entries:
SMILES,NFkB SMM
COC(=O)C1=C/C(C)=C\C(C)N(Cc2ccc(OC)cc2)/C=C\1C(=O)OC (configuration not stated),i
COc1ccc(S(=O)(=O)Nc2ccc3c(c2)CC(=O)N([C@H](C)CO)C[C@H](C)[C@H](CN(C)S(=O)(=O)c2ccc(OC)cc2)O3)cc1,i
O=C(NCc1ccccc1)C1=C[C@H](C2CC2)C[C@H](OCCCCO)O1,i
C[C@@H]1CN([C@H](C)CO)C(=O)c2cc(NC(=O)Cc3ccccc3)ccc2O[C@H]1CN(C)C(=O)Nc1ccc(F)cc1,i
C[C@H](CO)N1C[C@H](C)[C@@H](CN(C)S(=O)(=O)c2ccc(Cl)cc2)Oc2c(NS(C)(=O)=O)cccc2C1=O,i
COc1ccccc1OCc1nc2c3c(-c4ccccc4)c(-c4ccccc4)oc3ncn2n1,i
COc1ccc(C#Cc2ccc3c(c2)[C@]2(C(=O)N3)[C@H](C(=O)NC[C@H](O)c3ccccc3)[C@H]3C(=O)O[C@H](c4ccccc4)[C@H](c4ccccc4)N3[C@@H]2c2ccc(O)cc2)cc1,i
CC(C)NC(=O)N(C)C[C@H]1OCCCC[C@@H](C)Oc2ccc(NS(=O)(=O)c3ccccc3)cc2C(=O)N([C@@H](C)CO)C[C@@H]1C,i
COc1ccc(NC(=O)Nc2cccc3c2O[C@@H](CN(C)C)[C@H](C)CN([C@@H](C)CO)C3=O)cc1,i
COc1ccc(CN(C)C[C@@H]2Oc3c(NC(=O)c4nc5ccccc5s4)cccc3C(=O)N([C@@H](C)CO)C[C@H]2C)cc1,i
Cc1noc(C)c1NC(=O)Nc1ccc2c(c1)C(=O)N([C@H](C)CO)C[C@@H](C)[C@@H](CN(C)C(=O)C1CCCCC1)OCCCC[C@@H](C)O2,i
C[C@@H]1CN([C@@H](C)CO)C(=O)c2cc(NS(C)(=O)=O)ccc2O[C@@H](C)CCCCO[C@H]1CN(C)C(=O)Nc1ccc(C(F)(F)F)cc1,i
C[C@@H]1CN([C@@H](C)CO)C(=O)Cc2cc(NC(=O)NC3CCCCC3)ccc2O[C@H]1CN(C)S(=O)(=O)c1ccc(Cl)cc1,i
C[C@@H]1CN([C@@H](C)CO)C(=O)c2cc(NC(=O)Cc3cn(C)c4ccccc34)ccc2O[C@H]1CN(C)Cc1ccc(-c2ccccc2)cc1,i
C[C@H]1CN([C@@H](C)CO)C(=O)c2cccc(NC(=O)C3CCOCC3)c2O[C@@H]1CN(C)S(=O)(=O)c1ccc(Cl)cc1,i
CC1CCC2(C(=O)OC3OC(CO)C(O)C(O)C3O)CCC3(C(=O)O)C(=CCC4C5(C)CCC(O)C(C)(C)C5CCC43C)C2C1C (configuration not stated),i
C[C@@H]1CN([C@@H](C)CO)C(=O)Cc2cc(NC(=O)c3ccncc3)ccc2O[C@@H]1CN(C)CC1CC1,i
C/C=C1\C(OC2OC(CO)C(O)C(O)C2O)OC=C(C(=O)OC)C1CC(=O)OCC1C(C)C(OC(=O)CC2C(C(=O)OC)=COC(OC3OC(CO)C(O)C(O)C3O)/C2=C\C)CC1C(CO)CO (configuration not stated),i
Cc1cccc(-c2noc(CN(C)S(=O)(=O)c3cc(Cl)ccc3Cl)n2)c1,i
COc1ccc(OCC(=O)Nc2ccc(-c3nc4cc(C)ccc4o3)cc2)cc1,i
CCOc1ccc(NC(=S)Nc2sc3c(c2C(=O)OC)CCC3)c([N+](=O)[O-])c1,i
C[C@H](CO)N1C[C@H](C)[C@@H](CN(C)S(=O)(=O)c2cn(C)cn2)Oc2c(NC(=O)NC3CCCCC3)cccc2C1=O,i
CNC[C@H]1Oc2ccc(N(C)C)cc2CC(=O)N([C@@H](C)CO)C[C@H]1C,i
C[C@@H]1CN([C@H](C)CO)C(=O)CCCn2nncc2CO[C@H]1CN(C)Cc1ccc(O)cc1,i
CC(C)C(=O)Nc1ccc(C(=O)NCc2ccco2)cc1,i
Cc1cccc(OC(=O)C(Cc2ccccc2)N2C(=O)C3C4CCC(C4)C3C2=O)c1C (configuration not stated),i
CC(=O)C(Sc1cc(C)nc(N)n1)C(=O)Nc1ccccc1 (configuration not stated),i
N#CC(C(=O)NCc1ccco1)c1ccccc1 (configuration not stated),i
C[C@@H]1CN([C@@H](C)CO)C(=O)c2cc(NS(C)(=O)=O)ccc2O[C@@H]1CN(C)C,i
CC(C)NC(=O)N(C)C[C@@H]1OCCCC[C@@H](C)Oc2ccc(NC(=O)CCCN(C)C)cc2C(=O)N([C@@H](C)CO)C[C@@H]1C,i
